# GSH fluor = compound fluorescence on glutathione beads, profiling panel, artefact control, biophysical, 488/530 nm, flow cytometry; GSH beads flow cytometry, compound fluorescence 488/530 nm; active compounds read high; fluorescence (KMESF) at 10 µM; hit rate 0.25% among 190,000; in the data active = fluorescence above about 89;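 also: glutathione beads carrying GST-tagged Bcl family fusion proteins plus one bare bead set; values are compound well signal with DMSO vehicle wells as background; inactives centre near 16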
# ABCG2 inh = ABCG2 efflux pump inhibitors, primary screen, multiplex with ABCB1, IgMXP3 cells, flow cytometry; JC-1 efflux; inhibition, % at 6.6 µM; hit rate 0.1% among 190,000; AID 1325, 2008;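 active = inhibition above 80%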;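 also: 0% = DMSO and 100% = nicardipine control wells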
# Target sequence (Q9UNQ0 whole entry, looked up): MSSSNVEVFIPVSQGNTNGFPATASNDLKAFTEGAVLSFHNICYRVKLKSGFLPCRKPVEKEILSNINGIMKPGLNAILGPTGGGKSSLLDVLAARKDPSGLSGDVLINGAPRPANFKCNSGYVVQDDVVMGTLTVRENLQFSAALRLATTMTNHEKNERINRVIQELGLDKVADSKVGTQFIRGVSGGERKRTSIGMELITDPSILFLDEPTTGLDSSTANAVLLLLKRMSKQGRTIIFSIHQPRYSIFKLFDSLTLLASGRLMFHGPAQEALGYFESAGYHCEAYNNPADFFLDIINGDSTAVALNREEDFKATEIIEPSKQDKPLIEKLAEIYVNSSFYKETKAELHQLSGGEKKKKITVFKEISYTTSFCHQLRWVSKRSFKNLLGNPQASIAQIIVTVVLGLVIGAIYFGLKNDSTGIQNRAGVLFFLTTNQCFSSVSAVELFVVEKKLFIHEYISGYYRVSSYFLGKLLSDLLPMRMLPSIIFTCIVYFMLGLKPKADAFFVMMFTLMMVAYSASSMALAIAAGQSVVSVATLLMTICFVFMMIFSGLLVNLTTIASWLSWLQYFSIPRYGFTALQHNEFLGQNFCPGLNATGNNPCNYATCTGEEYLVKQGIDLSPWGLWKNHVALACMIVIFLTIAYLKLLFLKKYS
#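 System: two drug-resistant human cell lines, ABCG2 and ABCB1; controls: nicardipine high and DMSO low controls; times: 10 min exposure at 25 °C with rotation, no wash; detection: flow cytometry of retained JC-1 fluorescence; read-out basis: percent efflux inhibition, scaled nicardipine 100% to DMSO 0%; doses: one concentration, 6.6 µM final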
# Bcl-XL Bim block = inhibitors of Bim-Bcl-XL binding, primary screen, biochemical, multiplexed, bead flow cytometry, human Bcl-XL. Bcl-2-like protein 1 (Homo sapiens), Q07817. Bim peptide-Bcl-XL binding, fluorescence. inhibition, % at 10 µM. hit rate 0.04% among 190,000
# ABCB1 block = ABCB1 efflux pump inhibitors, primary screen, cell-based, multiplex, flow cytometry, ABCG2 counter-screen | CCRF-Adr cells, JC-1 efflux | inhibition, % at 6.6 µM | hit rate 0.067% among 190,000; in the data active = inhibition above about 40%;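 also: 0% = vehicle and 100% = reference inhibitor; higher value means more JC-1 retained so stronger ABCB1 efflux block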
# RGS4-Gao reg = modulators of RGS4 binding to Galphao, primary screen, biochemical, multiplexed bead flow cytometry; binding response (% of control), % at 10 µM; hit rate 0.33% among 220,000; Guanine nucleotide-binding protein G(o) subunit alpha (Homo sapiens), P09471; actives lie on both sides; in the data active = binding response below about 49% or above about 150%; inactive = in between;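 also: fluorescent Galphao activated with aluminum fluoride binding bead-coupled RGS4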
# Target sequence (P09471 whole entry, looked up): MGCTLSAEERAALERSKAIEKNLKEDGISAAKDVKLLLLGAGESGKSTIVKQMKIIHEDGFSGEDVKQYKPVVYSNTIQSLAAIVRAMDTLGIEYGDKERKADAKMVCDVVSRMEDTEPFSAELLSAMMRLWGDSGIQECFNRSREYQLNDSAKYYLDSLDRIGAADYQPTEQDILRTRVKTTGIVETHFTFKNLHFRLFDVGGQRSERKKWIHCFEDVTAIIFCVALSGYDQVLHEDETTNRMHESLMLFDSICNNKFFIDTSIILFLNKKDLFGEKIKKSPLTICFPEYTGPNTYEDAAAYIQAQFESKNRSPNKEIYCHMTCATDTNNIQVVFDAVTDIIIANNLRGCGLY
# Bim-Bfl-1 = inhibitors of Bim binding to Bfl-1, primary screen, biochemical, multiplexed, bead-based flow cytometry | Bcl-2-related protein A1 (Homo sapiens), Q16548 | inhibition, % at 10 µM | hit rate 0.12% among 190,000 | Bim-Bfl-1 binding inhibition;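 also: 0% = wells without compound plus tracer and 100% = blocker peptide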
# RGS7-Gao reg = RGS7-Galphao binding modulators, primary screen, biochemical, multiplexed bead flow cytometry; binding response (% of control), % at 10 µM; actives lie on both sides; Guanine nucleotide-binding protein G(o) subunit alpha (Homo sapiens), P09471; hit rate 0.35% among 220,000; in the data active = binding response below about 49% or above about 150%; inconclusive = no clear call, values can overlap the other calls; inactive = in between;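 also: fluorescent Galphao held in activated GDP-AlF4 state binding bead-coupled RGS7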
# Bcl-2 Bim block = inhibitors of Bim-Bcl-2 binding, primary screen, biochemical, multiplexed, human Bcl-2 family. Apoptosis regulator Bcl-2 (Homo sapiens), P10415. Bead-based flow cytometry, Bim peptide-Bcl-2 binding. inhibition, % at 10 µM. hit rate 0.06% among 190,000. AID 950, 2007; in the data active = inhibition above about 40%; inconclusive = no clear call, values can overlap the other calls;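 also: 0% = no compound wells with probe peptide and 100% = reference peptide inhibitor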
# Bim-Bcl-W = inhibitors of Bim binding to Bcl-W, primary screen, biochemical, multiplexed, bead-based flow cytometry | Bcl-2-like protein 2 (Homo sapiens), Q92843 | Bim peptide-Bcl-W binding | inhibition, % at 10 µM | hit rate 0.02% among 190,000;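 also: 0% = bound tracer without compound and 100% = peptide blocker; higher means less fluorescent Bim peptide bound to Bcl-W beads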
# Bcl-B Bim block = inhibitors of Bim-Bcl-B binding, primary screen, biochemical, multiplexed, human Bcl-2 family; hit rate 0.073% among 190,000; bead-based flow cytometry, Bim peptide-Bcl-B binding; Bcl-2-like protein 10 (Homo sapiens), Q9HD36; inhibition, % at 10 µM;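 also: 0% = tracer peptide without compound and 100% = reference inhibitor peptide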
# Avidin fluor = green autofluorescence of compounds with avidin beads – biophysical, 488/530 nm, flow cytometry, artefact control, profiling panel; compound fluorescence 488/530 nm; active compounds read high; fluorescence (KMESF) at 10 µM; hit rate 0.38% among 220,000; AID 1775, 2009; in the data active = fluorescence above about 47; also: inactives centre near 10
# * = called active by the depositor; u = inconclusive; x = no result given. Rule as the data show it, unless noted: active = inhibition above about 40%.
# The first 10 records, to show the layout:
no.	compound	Avidin fluor	ABCB1 block	ABCG2 inh	RGS4-Gao reg	Bcl-2 Bim block	Bim-Bcl-W	Bcl-B Bim block	GSH fluor	Bcl-XL Bim block	Bim-Bfl-1	RGS7-Gao reg
1	COc1ccc(Oc2ccc(NC(=O)c3ccccc3C)cc2)cc1	11	0.3	2	102	-2	0	-4	17	0	-2	102
2	O=c1[nH]n(-c2cccc(Cl)c2)c2ncccc12	26	0.1	1	103	0	3	-3	14	-1	-6	103
3	O=C(Cc1ccc(-n2cccc2)cc1)NCc1ccccc1Cl	6	0.7	9	101	-7	-6	-7	12	-6	-7	101
4	O=C(NNc1ccccc1)C(=O)N1CCCCC1	11	0.5	1	98	-5	-1	-9	11	-7	-7	103
5	Cc1ccccc1Nc1nc(N)nc(CN(C)c2ccccc2)n1	7	-0.1	0	100	-2	2	-4	7	-1	-7	101
6	Cc1c(C=O)c2ccccn2c1C(=O)c1ccccc1	21	0.4	29	98	-10	-2	-11	25	-12	-20	95
7	OCCNc1nc2ccccc2n1-c1ncnc2sc3c(c12)CCC3	9	0.4	4	101	-5	-1	-7	12	-2	-8	100
8	CCOC(=O)Cn1c(C)[n+](C)c2cc(Cl)c(Cl)cc21	20	-0.2	1	102	-3	-13	-5	9	-18	2	99
9	CCCn1nnc(NC(=O)/C=C/c2cc(Br)ccc2OC)n1	11	0.1	9	102	-2	-3	-6	16	-1	-8	u
10	CCOc1ccc(S(=O)(=O)N(C)c2ccc(OCC(=O)Nc3nccs3)cc2)cc1	13	1.8	12	99	-4	0	0	13	0	-5	96

# All compounds of this part, from the first entry:
no.	compound	Avidin fluor	ABCB1 block	ABCG2 inh	RGS4-Gao reg	Bcl-2 Bim block	Bim-Bcl-W	Bcl-B Bim block	GSH fluor	Bcl-XL Bim block	Bim-Bfl-1	RGS7-Gao reg
1	COc1ccc(Oc2ccc(NC(=O)c3ccccc3C)cc2)cc1	11	0.3	2	102	-2	0	-4	17	0	-2	102
2	O=c1[nH]n(-c2cccc(Cl)c2)c2ncccc12	26	0.1	1	103	0	3	-3	14	-1	-6	103
3	O=C(Cc1ccc(-n2cccc2)cc1)NCc1ccccc1Cl	6	0.7	9	101	-7	-6	-7	12	-6	-7	101
4	O=C(NNc1ccccc1)C(=O)N1CCCCC1	11	0.5	1	98	-5	-1	-9	11	-7	-7	103
5	Cc1ccccc1Nc1nc(N)nc(CN(C)c2ccccc2)n1	7	-0.1	0	100	-2	2	-4	7	-1	-7	101
6	Cc1c(C=O)c2ccccn2c1C(=O)c1ccccc1	21	0.4	29	98	-10	-2	-11	25	-12	-20	95
7	OCCNc1nc2ccccc2n1-c1ncnc2sc3c(c12)CCC3	9	0.4	4	101	-5	-1	-7	12	-2	-8	100
8	CCOC(=O)Cn1c(C)[n+](C)c2cc(Cl)c(Cl)cc21	20	-0.2	1	102	-3	-13	-5	9	-18	2	99
9	CCCn1nnc(NC(=O)/C=C/c2cc(Br)ccc2OC)n1	11	0.1	9	102	-2	-3	-6	16	-1	-8	u
10	CCOc1ccc(S(=O)(=O)N(C)c2ccc(OCC(=O)Nc3nccs3)cc2)cc1	13	1.8	12	99	-4	0	0	13	0	-5	96
11	CC(C)Cc1nc(Nc2ccc(S(=O)(=O)N3CCCC3)cc2)c2nnn(Cc3ccccc3)c2n1	19	0.0	-4	135	-8	2	-1	14	1	0	137
12	O=[N+]([O-])c1ccc(N2CCCCCC2)c([N+](=O)[O-])c1	11	0.3	2	99	-5	0	-1	38	7	-15	99
13	CNc1nc2ccccc2n1/N=C/c1cccc(OC)c1OC	11	0.6	2	100	92*	29	x	x	38	x	95
14	Fc1ccccc1CSc1nnc2ccc(-c3ccncc3)nn12	14	1.4	5	108	-1	0	-1	15	-2	-3	118
15	Cc1cc(C)cc(NC(=S)N2CCC(c3nc4ccccc4s3)CC2)c1	14	-0.4	14	105	5	0	1	15	0	1	105

# Next records follow:
no.	compound	Avidin fluor	ABCB1 block	ABCG2 inh	RGS4-Gao reg	Bcl-2 Bim block	Bim-Bcl-W	Bcl-B Bim block	GSH fluor	Bcl-XL Bim block	Bim-Bfl-1	RGS7-Gao reg
16	O=S(=O)(Nc1ccc2c(c1)OCCO2)c1cnc[nH]1	26	3.1	39	101	-12	-2	-7	25	-5	-17	101
17	COc1ccc2c(c1)C(c1ccc(C)o1)=NNC(c1ccccc1)=N2	12	0.4	0	99	-2	0	0	25	-1	-4	100
18	Cc1cc(Cl)ccc1OCC(=O)n1cc(C(=O)c2cc(Cl)ccc2O)cn1	20	-0.1	1	103	-4	0	-3	11	-2	-6	102
19	CCCCC(=O)Nc1ccc(NC(=O)C(C)C)cn1	6	-0.1	0	99	-1	2	-4	57	-7	-8	102
20	O=C(CC1Sc2ncnn2C1=O)Nc1ccc(Br)cc1 (stereo unspecified)	6	1.8	4	103	-7	0	-3	18	-4	-12	103
21	C=CCNC(=O)NC(=O)COC(=O)CNS(=O)(=O)c1ccc(F)c(F)c1F	8	0.0	1	99	-1	-3	-1	16	-7	-5	u
22	CCOC(=O)c1c(CN2CCOCC2)n(-c2ccccc2)c2cc(Br)c(O)cc12	17	1.0	4	105	-6	-2	-7	27	-3	1	104
23	Cc1c(NC(=O)c2ncn[nH]2)cccc1-c1nc2ccccc2s1	8	-0.1	0	99	-5	-6	-14	18	-9	-17	103
24	CC1CCCC(C)N1S(=O)(=O)c1ccc(NC(=O)CNCC2CCCO2)cc1 (stereo unspecified)	7	0.9	4	99	-7	-1	-4	6	0	-12	99
25	CN1CCN(S(=O)(=O)c2cccc(S(=O)(=O)c3cccc(S(=O)(=O)N4CCN(C)CC4)c3)c2)CC1	6	0.0	0	102	-2	1	-3	35	-12	-4	100
26	COC(=O)c1ccc(C(=O)OC)c(NC(=O)CN(c2ccc3c(c2)OCO3)S(C)(=O)=O)c1	9	0.2	-1	101	-2	4	-5	10	-2	-6	102
27	O=C(COC(=O)/C=C/c1cccs1)Nc1nc(-c2ccccc2)cs1	3	0.6	3	105	1	-1	0	7	0	0	105
28	CC#CCNCc1ccccc1	14	0.5	2	101	-1	-2	-1	61	-2	-5	98
29	Cc1c(Cl)cccc1NC(=O)CSc1ccc(-c2cccnc2)nn1	12	0.3	5	103	-5	-1	0	9	-1	-6	98
30	O=C(COC(=O)c1ccccc1NC(=O)c1ccco1)Nc1ccc2c(c1)OC(F)(F)O2	2	0.0	2	91	-9	-1	0	36	-1	-3	88

# Later entries
no.	compound	Avidin fluor	ABCB1 block	ABCG2 inh	RGS4-Gao reg	Bcl-2 Bim block	Bim-Bcl-W	Bcl-B Bim block	GSH fluor	Bcl-XL Bim block	Bim-Bfl-1	RGS7-Gao reg
31	Cn1c(C(=O)NCc2ccccn2)cc2c(=O)n(C)c3ccccc3c21	5	1.0	2	101	3	0	-2	16	-6	-1	99
32	C/C(=C\C(=O)c1sccc1Cl)N(C)C	11	0.0	2	100	-5	-5	-5	16	-5	-6	u
33	COc1ccc(C(=O)Oc2cc(OC)cc(OC)c2C(C)=O)cc1	9	-0.5	0	101	0	0	-7	20	-2	-1	102
34	Cc1cccc(OCc2n[nH]c(=S)n2-c2ccccc2)c1	10	0.5	2	103	1	7	-34	16	0	9	100
35	Cc1c(C(=O)OCC2CCCO2)[nH]c2c1C(=O)CC(c1ccco1)C2 (stereo unspecified)	11	1.0	9	92	-9	0	-10	20	-1	-17	88
36	CCN1CCN(c2cc(C)c3cc(NC(=S)N4CCCCC4)ccc3n2)CC1	9	0.1	1	102	-3	-4	-9	19	-8	18	u
37	CNC(=S)NC1CC2CCCC(C1)N2Cc1ccco1 (stereo unspecified)	5	-0.1	0	103	-10	-2	-9	27	5	-13	97
38	CCOC(=O)CNC(=O)c1sc2ncnc(N3CCc4ccccc4C3)c2c1C	16	2.1	54	92	-8	2	-6	22	-3	-13	93
39	CCOC(=O)C1CCCN(C(=O)Cn2sc3nc(C)cc(C)c3c2=O)C1 (stereo unspecified)	2	1.3	2	90	-1	-2	-24	18	-6	11	95
40	O=C(/C=C/c1cccc(F)c1)N(c1ccccn1)C1CCCCC1	13	-0.1	0	102	-6	-3	-4	12	-2	-5	103
41	Cc1ccc(OCC(=O)Nc2ccc(N3CCN(C(=O)c4ccco4)CC3)cc2)cc1C	5	0.3	0	101	-3	-4	-1	9	-6	3	101
42	CCOC(=O)C1(CC2CCCCO2)CCN(Cc2ccc(OC)cc2F)CC1 (stereo unspecified)	2	0.7	-1	102	0	-1	-1	10	-3	-7	105
43	CC1CN(C2=N/C(=C/c3ccc4c(c3)OCO4)C(=O)N2)CC(C)O1 (stereo unspecified)	5	0.9	5	105	-4	0	-3	16	-2	-4	102
44	O=C(CCCc1ccccc1)Nc1cccc(C(=O)O)c1	21	0.2	0	99	-5	-3	-4	12	-3	-6	99
45	Cc1nn(Cc2c(Cl)cccc2Cl)c(C)c1NC(=O)CCCn1nc(C)c([N+](=O)[O-])c1C	13	1.1	9	101	-3	-3	-7	4	-7	-2	106

# (more compounds)
no.	compound	Avidin fluor	ABCB1 block	ABCG2 inh	RGS4-Gao reg	Bcl-2 Bim block	Bim-Bcl-W	Bcl-B Bim block	GSH fluor	Bcl-XL Bim block	Bim-Bfl-1	RGS7-Gao reg
46	Cc1ccc(CN2CCN(C(=O)c3ccncc3)CC2)cc1	22	-0.2	-1	104	-7	-1	-3	11	-3	-5	100
47	CCOC(=O)N1CCN(C(=O)CSc2nc3ccccc3c(=O)n2-c2ccccc2)CC1	17	2.2	4	99	-5	-1	-8	25	-2	-11	95
48	COc1ccc(-n2cnnc2SCC(=O)c2ccc(S(=O)(=O)N3CCOCC3)cc2)cc1	14	-2.6	-2	100	-9	-4	-15	20	-5	0	103
49	COc1ccc(N(CC(=O)NCCSCc2ccco2)S(=O)(=O)c2ccccc2)cc1	11	0.8	1	96	-3	0	0	12	1	-4	99
50	CCOc1ccc2ccccc2c1/C=N/NC(=O)CNC(=O)Cc1ccccc1	12	1.6	10	101	-8	-1	-9	13	-6	-13	100
51	N#Cc1ccsc1NC(=O)CN1CCN(Cc2ccccc2)CC1	9	1.2	4	100	0	-1	-3	16	0	-3	100
52	CCOc1ccc(C(C)(N)C(=O)O)cc1 (stereo unspecified)	19	1.2	10	99	-7	2	-6	25	-3	-17	104
53	CCc1cc(CNC(=O)CC2C(=O)NCCN2CC2CCCCC2)on1 (stereo unspecified)	9	0.4	1	101	-2	1	-2	8	-1	-4	103

# Screening results from PubChem.
